KDM5B inhibitor = Primary screen for KDM5B Histone Demethylases FDH-coupled qHTS | Lysine-specific demethylase 5B (Homo sapiens), Q9UGL1 | KDM5B demethylase, FDH-coupled NADH fluorescence (FDH is formaldehyde dehydrogenase) | 2.6% of 220,000 active | Potency, µM (highest dose often 57.7 µM), inactives show at the top dose activity change, negative = inhibition, actives largely listed as inhibitors; active = well fitted inhibition curve with a large enough effect; inconclusive = small, poorly fitted or top-dose-only effect; inactive = no such curve, though single readings can be large or run the other way; note: 0% is about no effect; nearly all actives have a fitted effect of over 70% in size
Target sequence (Q9UGL1 whole entry, looked up): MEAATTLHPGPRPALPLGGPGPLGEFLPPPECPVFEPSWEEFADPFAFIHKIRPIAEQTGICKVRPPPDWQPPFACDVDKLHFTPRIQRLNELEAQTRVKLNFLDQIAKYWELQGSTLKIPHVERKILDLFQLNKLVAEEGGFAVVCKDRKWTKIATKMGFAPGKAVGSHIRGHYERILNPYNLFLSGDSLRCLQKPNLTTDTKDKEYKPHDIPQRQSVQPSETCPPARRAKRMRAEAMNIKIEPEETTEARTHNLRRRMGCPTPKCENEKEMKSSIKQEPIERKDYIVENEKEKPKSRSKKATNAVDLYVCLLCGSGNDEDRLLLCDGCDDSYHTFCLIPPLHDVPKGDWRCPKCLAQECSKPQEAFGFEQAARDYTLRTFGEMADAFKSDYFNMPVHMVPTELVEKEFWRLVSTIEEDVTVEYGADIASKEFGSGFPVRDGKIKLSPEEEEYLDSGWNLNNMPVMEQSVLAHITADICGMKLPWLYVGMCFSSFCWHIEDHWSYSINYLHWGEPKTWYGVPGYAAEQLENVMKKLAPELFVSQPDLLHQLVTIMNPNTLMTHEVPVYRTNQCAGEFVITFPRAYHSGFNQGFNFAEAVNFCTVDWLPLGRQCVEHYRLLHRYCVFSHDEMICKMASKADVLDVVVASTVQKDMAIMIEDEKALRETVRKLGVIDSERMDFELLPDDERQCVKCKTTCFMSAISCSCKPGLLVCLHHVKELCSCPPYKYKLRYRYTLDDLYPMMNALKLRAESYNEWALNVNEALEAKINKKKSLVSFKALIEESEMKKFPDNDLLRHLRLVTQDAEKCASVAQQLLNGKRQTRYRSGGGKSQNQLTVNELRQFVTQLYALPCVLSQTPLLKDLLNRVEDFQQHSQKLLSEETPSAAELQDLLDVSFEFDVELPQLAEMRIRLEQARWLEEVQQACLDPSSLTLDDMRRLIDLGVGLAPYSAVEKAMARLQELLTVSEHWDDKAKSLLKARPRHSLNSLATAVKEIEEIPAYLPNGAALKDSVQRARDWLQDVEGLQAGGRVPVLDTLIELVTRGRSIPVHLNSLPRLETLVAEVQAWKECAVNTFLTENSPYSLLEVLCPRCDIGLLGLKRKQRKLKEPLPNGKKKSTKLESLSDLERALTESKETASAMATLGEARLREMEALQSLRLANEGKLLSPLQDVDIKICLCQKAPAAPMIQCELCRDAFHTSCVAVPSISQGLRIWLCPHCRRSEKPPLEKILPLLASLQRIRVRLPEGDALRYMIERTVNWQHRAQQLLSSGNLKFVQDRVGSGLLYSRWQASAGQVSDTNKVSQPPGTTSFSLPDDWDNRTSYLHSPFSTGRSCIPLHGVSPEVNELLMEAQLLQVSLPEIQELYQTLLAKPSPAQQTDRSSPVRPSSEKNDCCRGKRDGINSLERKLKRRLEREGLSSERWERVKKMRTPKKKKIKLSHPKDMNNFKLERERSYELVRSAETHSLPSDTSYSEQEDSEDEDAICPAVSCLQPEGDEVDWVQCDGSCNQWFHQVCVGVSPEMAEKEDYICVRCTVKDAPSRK
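qHTS format, multiple compound concentrations. Buffer 50 mM HEPES pH 7.5/0.01% Tween-20; 200 nM KDM5BΔAP final; 10 min compound preincubation; substrate-mix levels 12.5 µM peptide, 25 µM α-KG, 0.25 mM NAD⁺; 30 min RT; ΔRFU.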
Active calls of the source: *; i = inactive; ? = inconclusive; & = joins results of further samples; [ ] = another dose, or the depositor's remark. Potency is the fitted concentration of half-maximal effect. These rows are one share of the data, so the mix of outcomes need not match the whole.

KDM5B inhibitor,Compound
-32%,Nc1cc(S(=O)(=O)N2CCCCC2)ccc1N1CCCCC1
5%,CCN(CC)C(=O)C1CCC(Cn2c(=O)c3sccc3n(Cc3ccccc3)c2=O)CC1 (stereo not drawn)
-17%,COc1ccc(Oc2coc3cc(OC(=O)c4ccc(Cl)cc4)ccc3c2=O)cc1
-4%,CCOC(=O)C1CCCN(C(=O)C2CCN(S(=O)(=O)c3c(C)noc3/C=C/c3ccccc3F)CC2)C1 (stereo not drawn)
-5%,CCCCCCCn1c(SC(CC)C(=O)OCC)nc2c1c(=O)[nH]c(=O)n2C (stereo not drawn)
24%,CCN(CC(=O)NC)S(=O)(=O)N1CCC(C)CC1
28%,O=c1n(Cc2ccc(F)c(F)c2)nc(C2CCNCC2)n1Cc1ccccc1
-28%,COc1cccc(N2CCN(C(=O)c3c(C)oc4ncnc(N5CCCCC5)c34)CC2)c1
20%,Cc1nc(-c2ccc(F)cc2)n(CC(=O)Nc2ccc(C(C)C)cc2)c(=O)c1CCO
-11%,CC(Cl)C(=O)Nc1ccc(C(N)=O)cc1 (stereo not drawn)
9%,CC1C=CC2C(=O)N(CC(F)(F)F)C(=O)C2C1C(=O)O (stereo not drawn)
-8%,COc1ccc(NC(=O)N2CCCCC2c2n[nH]c(C)n2)cc1 (stereo not drawn)
298%[activator],O=c1c2cnc3nc(C(F)(F)F)nn3c2ccn1-c1cc(Cl)ccc1Cl
22%[149 µM],CC(=O)N1Cc2ccccc2CC2(CCCN(C)C2)C1 (stereo not drawn)
5%&8%,CCOc1ccc(CCNS(=O)(=O)c2c(C)nc3sc(C)cn3c2=O)cc1OCC
3%,Cc1cc(N2CCCCCC2)n2nc(-c3ccccc3)c(C)c2n1
3%,Cc1nn(-c2ccccc2)c(Oc2ccccc2F)c1CCC(=O)NC(C)C
8%,CC(C)(C)NC(=O)N1CC(n2cc(C(=O)NCc3ccccc3)nn2)C1
-4%,CC(=O)NC12CC3CC(C1)CC(C(=O)NCCNC(=O)c1ccc(Cl)cc1)(C3)C2
16%,O=C(NCc1ccccc1Cl)NCc1noc2ccccc12
-9%,N#Cc1ccccc1Cn1c(=O)n(CCCC(=O)NCc2ccc3c(c2)OCO3)c(=O)c2sccc21
14%,CCOc1ccc(-n2nnnc2CNC(=O)Nc2ccc3c(c2)OCO3)cc1
7%,COc1ccc(C(C)=O)cc1CC(=O)NCc1nnc2ccccn12
-12%,O=C(c1ccc2cc[nH]c2c1)N1CCCC(Cc2noc(-c3ccccc3)n2)C1 (stereo not drawn)
-7%,CCc1ccccc1NC(=O)Cn1nc(N2CCN(c3ccccc3OC)CC2)ccc1=O

3 structures out of the list, ordered by formula weight, descending:
KDM5B inhibitor,Compound
5%,CCN(CC)C(=O)C1CCC(Cn2c(=O)c3sccc3n(Cc3ccccc3)c2=O)CC1 (stereo not drawn)
5%&8%,CCOc1ccc(CCNS(=O)(=O)c2c(C)nc3sc(C)cn3c2=O)cc1OCC
-8%,COc1ccc(NC(=O)N2CCCCC2c2n[nH]c(C)n2)cc1 (stereo not drawn)

Following part:
KDM5B inhibitor,Compound
?,CCOC(=O)c1cc2c(=O)n3ccccc3nc2n(Cc2ccco2)c1=NC(=O)c1ccc(F)cc1
10%,O=C(c1nccc2ccccc12)N1CC(CO)C2(CCNCC2)C1 (stereo not drawn)
-14%,COc1ccc(N(CC(=O)NCCc2ccccc2)S(=O)(=O)c2c(C)nn(C)c2C)cc1
-15%,CCOC(=O)c1ccc(N2C(=O)c3n[nH]c(C)c3C2c2ccccc2)cc1 (stereo not drawn)
10%,CCN(CC)C(=O)c1sc2c(c1C)c(=O)n(Cc1ccccc1)c(=O)n2Cc1cc(C)ccc1C
?,CCOC(=O)c1cc2c(=O)n3ccccc3nc2n(C(C)C)c1=NC(=O)C(C)(C)Oc1ccc(Cl)cc1
2%,COC(=O)c1c(NC(=O)c2nc(SCc3ccc(F)cc3)ncc2Cl)sc2c1CCCC2
-10%,CCC(C)NC(=O)COc1ncnc2ccccc12 (stereo not drawn)
-10%,COCCCNC(=O)CN1C(=O)COc2ccc(S(=O)(=O)N3CCOCC3)cc21
-20%,O=C(O)/C=C/C(=O)Nc1ccccc1C(F)(F)F
-22%[86.2 µM],CN(Cc1cccn1C)C(=O)c1ccccc1F
4%,O=C(Nc1ccc(-c2nnc3n2CCCC3)cc1)c1ccc2c(c1)OCO2
-23%[86.2 µM],C=CCO[C@@H]1CCN2C(=O)[C@@H]3C[C@@H](OCC4CC4)CN3C(=O)[C@@H]2C1
7%[86.2 µM],COCCNC(=O)C[C@@H]1C[C@@H](C(C)C)[C@H](CNS(=O)(=O)c2ccccc2)C=C1C
?,O=C(O)c1cncc(-c2cccc(CN3CCOCC3)c2)n1
25%,CCOc1ccccc1NC(=O)N1C[C@@H](F)C[C@H]1C(=O)N1CCc2ccccc2C1
?,NCC1CCN(CCc2ccc(F)cc2)CC1
15%,Cc1ccc(C(=O)NCC(=O)N(C)CC(=O)Nc2ccccc2Br)s1
-35%,COC(=O)CN1C(C(=O)c2ccccc2)=C(OC(=O)c2ccccc2)c2ccccc2S1(=O)=O
-16%,CC(=O)C1=C(O)C(=O)N(c2ccc(S(=O)(=O)Nc3nccs3)cc2)C1c1ccc(F)cc1 (stereo not drawn)
9%,COc1cc2c(cc1OC)C(C)N(CC(=O)Nc1ccc(N(C)C)cc1)CC2 (stereo not drawn)
8%,Nc1nc(Nc2ccccc2)nc(NCc2ccccc2)c1[N+](=O)[O-]
-25%,O=C(NCCc1ccco1)C1CC(=O)N(c2n[nH]c3ccccc23)C1 (stereo not drawn)
?,Cc1cc(C)cc(Nc2cc(-c3ccccc3)nc(C)n2)c1
32%,Cc1ccc(OCC(=O)N2CCCC(c3nn(C)c(=O)n3C(C)C)C2)cc1 (stereo not drawn)
4%,Cc1cccc(-n2nnnc2Sc2nnnn2-c2ccccc2)c1C
11%,Nc1nonc1-c1nc2ccccc2n1Cc1c(Cl)cccc1Cl
?,Cc1oc(-c2cccs2)nc1CC(=O)Nc1ccc(F)cc1Cl
?,NC(=O)c1nc(Nc2ccccc2)sc1NC(=O)c1c(F)cccc1F
28µM*,CN(C)C[C@@H]1CN(S(C)(=O)=O)C[C@H]1NC(=O)c1nn(C)c2ccccc12
2%,CC(=O)Nc1c(C)nn(-c2ccccc2)c1N1CCC(C(=O)Nc2cc(F)ccc2F)CC1
11%,CCOCCOC(=O)NCCCCCCNC(=O)OCCOCC
0%,Cc1noc(-c2cn(C3CCN(C(=O)c4ccc(C)s4)C3)nn2)n1 (stereo not drawn)
-2%,CCN(CC)C(=O)Cn1nc(-c2ccc(C)c(S(=O)(=O)N(C)C)c2)c2ccccc2c1=O
?,Cc1cc(C)nc(NC(=NCCc2c[nH]c3ccc(Cl)cc23)NC(=O)c2ccccc2C)n1
i,COC(=O)Cc1csc(NC(=O)Cc2c(C)c3ccc(O)cc3oc2=O)n1
1%,CC(C)c1cnc2c(c1SCc1cccc(F)c1)c(=O)n(C)c(=O)n2C
7%,CC(=O)c1c(C)nc(C2CC2)nc1SCC(=O)NC(C)C12CC3CC(CC(C3)C1)C2 (stereo not drawn)
4%,CCCN(CC1CC1)C(=O)CNC(N)=O
?,CO[C@@H]1C[C@H]2C(=O)Nc3ccc(-c4cccc(C(F)(F)F)c4)cc3C(=O)N2C1
-22%,COc1ccc(Nc2ncc3c(n2)CCN(Cc2ccccc2C)C3)c(OC)c1
11%,COC(=O)N/N=C/c1ccccc1OC(C)=O
-7%,O=C(CN1C(=O)C2(SCC(=O)N2c2cccc(Cl)c2)c2ccccc21)NCc1ccccc1 (stereo not drawn)
-12%,CCCCCNC(=O)CCN(CCCC)C(=O)c1ccoc1
25µM*,CN1C[C@@H](NC(=O)c2ccc(C(C)(C)C)cc2)C[C@H]1c1nc(-c2ccc3ccccc3c2)no1
14%,COc1ccc(CNC(=O)N2CCN(S(=O)(=O)c3c(Cl)cccc3Cl)CC2)cn1
5%,Cc1cc(C)c2oc(-c3cccc(NC(=O)c4ccccc4[N+](=O)[O-])c3)nc2c1
-11%,Cc1c(Cl)cccc1NC(=O)C(C)N1CCC(C(=O)NCc2ccccc2)CC1 (stereo not drawn)
?,Cc1ccc(S(=O)(=O)C(CC(=O)c2ccccc2)C(=O)c2ccc(Cl)cc2)cc1 (stereo not drawn)
-23%,COc1ccc(/C=C(/C#N)c2ccccn2)cc1F

The listing continues:
KDM5B inhibitor,Compound
4%,Cc1cccc(NC(=O)C2CCCN(S(=O)(=O)c3c(C)n[nH]c3C)C2)c1 (stereo not drawn)
-14%,Cc1ccccc1NC(=O)Cn1nc(-c2ccc(F)cc2)c2cnc3ccccc3c21
-23%,O=C(Nc1cc(F)ccc1F)N1CCC(Oc2ncccc2C(=O)N2CCCCC2)C1 (stereo not drawn)
20%,CCN(CC)C(=O)c1cc2c(s1)CCC(C(=O)O)C2 (stereo not drawn)
-12%,COC(=O)c1cnc(N2CCN(c3ccc(OC)cc3)CC2)c2ccccc12
2%,CCCNC(=O)C(C)Sc1ncc(-c2ccc(Cl)cc2)o1 (stereo not drawn)
-3%,COc1ccc(S(=O)(=O)NCCN2CCCCC2)cc1F
6%,CN(Cc1ccccc1)Cc1cn(C[C@H]2O[C@@H](CC(=O)NCc3ccc(F)cc3)[C@H](O)[C@@H]2O)nn1
32%[activator],Cc1ccc(-c2cc(C(=O)NCCCc3[nH]nc(N)c3C#N)c3ccccc3n2)o1
5%,COc1ccc(Cl)cc1NC(=O)COC(=O)c1sc2ccccc2c1Cl
-16%,C1CNCC(Cc2nc(C3CCOCC3)no2)C1 (stereo not drawn)
6%,CNC(=O)C1CCC(Cn2c(=O)c3sccc3n(CC(=O)N3CCC(C)CC3)c2=O)CC1 (stereo not drawn)
4%,CN(C)Cc1nnc(C2CCN(c3nnnn3-c3ccccc3)CC2)n1C
7%,CCOC(=O)C(C(=O)OCC)C(NC(C)=O)C(Cl)(Cl)Cl (stereo not drawn)
-28%,O=C(N[C@@H]1CN(Cc2ccc(CO)o2)CCC[C@H]1O)c1ccc(OCc2ccccc2)cc1
?,Cc1nn(-c2ccc(C(C)C)cc2)c(C)c1[C@@H]1C=C[C@@H](NC(=O)COCC(=O)O)C1
20%,CCCn1c(C2NC(=O)NC(C)=C2C(=O)OCc2ccccc2)nc2ccccc21 (stereo not drawn)
24%,COc1ccc(/C=C/C(=O)O)cc1S(=O)(=O)N1CCC(Cc2ccccc2)CC1
40%[activator],CCNc1c(NC(=O)NC)c(=O)oc2ccccc12
-11%,COc1ccc(CN(Cc2ccco2)C(=O)c2ccccc2F)cc1
21%,COc1cccc(CNC(=O)[C@@H]2C[C@@H](O)CN2C2CCN(C(=O)CC3CCCC3)CC2)c1
-1%,CCC(CNC(=O)Cn1cnc2c1c(=O)n(C)c(=O)n2C)c1ccccc1 (stereo not drawn)
-3%,Cc1nn2c(=O)cc(COC(=O)c3cccs3)nc2s1
0%,Cc1noc(C2CC3(CCN(C(=O)c4ocnc4C)CC3)CN2C)n1 (stereo not drawn)
-22%,COc1ccc(C(=O)NC(=S)NCc2ccco2)cc1

Of the compounds above, two contain a nitro group on carbon.
KDM5B inhibitor,Compound
8%,Nc1nc(Nc2ccccc2)nc(NCc2ccccc2)c1[N+](=O)[O-]
5%,Cc1cc(C)c2oc(-c3cccc(NC(=O)c4ccccc4[N+](=O)[O-])c3)nc2c1

(listing goes on)
KDM5B inhibitor,Compound
3%,COc1ccc(OC)c(C(=O)CSc2nnc(Nc3c(C)cccc3C)s2)c1
?,CC(=O)Nc1ccc(NC(=O)CCCN(c2ccc(Cl)cc2)S(C)(=O)=O)cc1
-22%,CC(=O)N1CCc2cc(Br)cc(S(=O)(=O)CCC(=O)N3CCN(c4ccc(F)cc4)CC3)c21
18%,Cc1c(C(=O)N(C)Cc2nc3ccccc3c(=O)[nH]2)oc2ccc(F)cc12
14%,CCNC(=O)NC(=O)CN(Cc1ccccc1)c1ccccc1
-3%,C=CCNC(=O)C1CCN(Cc2ccc(Cl)cc2)CC1
12%[86.2 µM],CN(C)CC(=O)N1CC[C@H]2COC(=O)N2c2ccccc2C1
25%,O=C(C1CCCCC1)N1CCC(c2noc(CO)n2)C1 (stereo not drawn)
17%,COCC(=O)N1CCc2nc(N3CCc4ccccc4C3)[nH]c(=O)c2CC1
-19%[86.2 µM],COC(=O)c1ccc2c(c1)nc1n2[C@@H](CNCc2ccccc2)COC1
-12%,CCC(=O)Nc1ccc(-c2csc(NCCOC)n2)cc1
?,CCNc1c(NS(=O)(=O)c2ccc(F)c(C)c2)c(=O)oc2ccccc12
-20%,Cc1nc(N2CCN(Cc3csc(C)n3)CC2)c2sccc2n1
?,CC(C)n1c(=O)c2oc3ccccc3c2n(CC(=O)Nc2ccccc2Cl)c1=O
i,Cc1cc(C)c(CNC(=O)c2nc(-c3ccc(F)cc3)cc3c2ccn3C(C)C)c(=O)[nH]1
-12%,O=C(C[n+]1cccc(C(=O)N/N=C/c2ccc(Br)cc2)c1)c1ccccc1
2%,COCCNC(=O)[C@H]1C[C@H](Oc2cccnc2)CN1S(=O)(=O)c1ccccc1C

Already shown: an excerpt of the list.
KDM5B inhibitor,Compound
?,CC(C)n1c(=O)c2oc3ccccc3c2n(CC(=O)Nc2ccccc2Cl)c1=O
i,Cc1cc(C)c(CNC(=O)c2nc(-c3ccc(F)cc3)cc3c2ccn3C(C)C)c(=O)[nH]1
-12%,O=C(C[n+]1cccc(C(=O)N/N=C/c2ccc(Br)cc2)c1)c1ccccc1
2%,COCCNC(=O)[C@H]1C[C@H](Oc2cccnc2)CN1S(=O)(=O)c1ccccc1C

Source: PubChem BioAssay (National Center for Advancing Translational Sciences (NCATS))
